# ASAP1 inh: blocks human ASAP1-stimulated Arf1 GTP hydrolysis; Q9ULH1; GDP FP detection; inhibition, % at 16.5 µM; actives 0.19% (n = 360,000); AID 624377; in the data active = inhibition above about 25%;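 also: 0% = vehicle with enzyme and substrate and 100% = no enzyme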
# ADAM17 inh: inhibitors of human ADAM17; recombinant ADAM17, EDANS/DABCYL FRET peptide cleavage; inhibition, % at 6.95 µM; actives 0.83% (n = 370,000);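 active = inhibition above the mean of compounds lying between control limits plus 3 SD, set per campaign, cut at about 8.5% in these data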;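 also: 0% = DMSO-only wells as the low control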
# TDP2 absorb: blocks human TDP2 phosphodiesterase activity; O95551; recombinant TDP2, T5PNP hydrolysis, p-nitrophenol absorbance 415 nm; inhibition, % at 12.8 µM; actives 0.34% (n = 370,000); AID 720702;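 active = inhibition above the mean of all tested compounds plus 3 SD, set per campaign, cut at about 25% in these data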;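 also: 0% = DMSO with enzyme and 100% = buffer with substrate but no TDP2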
# Target sequence (O95551 whole entry, looked up): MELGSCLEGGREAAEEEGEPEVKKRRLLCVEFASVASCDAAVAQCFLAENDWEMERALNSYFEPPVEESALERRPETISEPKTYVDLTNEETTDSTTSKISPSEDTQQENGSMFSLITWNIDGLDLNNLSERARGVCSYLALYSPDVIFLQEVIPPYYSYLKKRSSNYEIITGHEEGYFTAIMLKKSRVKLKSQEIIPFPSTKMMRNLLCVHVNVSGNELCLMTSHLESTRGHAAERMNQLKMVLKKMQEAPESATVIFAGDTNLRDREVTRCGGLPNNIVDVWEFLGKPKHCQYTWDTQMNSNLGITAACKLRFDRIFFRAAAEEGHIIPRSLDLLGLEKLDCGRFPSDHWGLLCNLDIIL
#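 System: recombinant human TDP2 / Amount: 120 nM TDP2 per well / Also added: 5 mM T5PNP chromogenic substrate / Doses: 12.8 µM single point, 1% DMSO / Incubation: 2 h at 37 °C / Detection: p-Nitrophenol epi absorbance / Evaluation: % inhibition relative to enzyme-containing and enzyme-free wells / Repeats: singlicate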
# proKLK7 act: activators of human kallikrein-7 zymogen; P49862; purified proKLK7, EDANS-DABCYL substrate fluorescence; 100% is mature enzyme control, 0% vehicle; activation, % at 7 µM; actives 0.9% (n = 370,000); AID 652039;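 active = activation above the mean of all tested compounds plus 3 SD, computed per campaign excluding outliers beyond control limits, cut at about 13% in these data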
# PLCg1 inh: blocks human PLC-gamma1 enzyme activity. P19174. purified PLC-gamma1, fluorogenic substrate, fluorescence. inhibition, % at 12.2 µM. actives 0.84% (n = 370,000). AID 720700; in the data active = inhibition above about 9.5%
# ARFGAP1 inh: inhibitors of rat ARFGAP1; Arfgap1-stimulated ARF1 GTP hydrolysis, GDP FP detection; Q62848; AID 651572; actives 0.26% (n = 360,000); inhibition, % at 16.5 µM;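 active = inhibition above a per-plate limit, mean inhibition of low control wells plus 3 SD, cut at about 25% in these data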;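 also: 0% = DMSO wells with enzyme and 100% = wells lacking Arfgap1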
# Target sequence (Q62848 1-136 limits assumed): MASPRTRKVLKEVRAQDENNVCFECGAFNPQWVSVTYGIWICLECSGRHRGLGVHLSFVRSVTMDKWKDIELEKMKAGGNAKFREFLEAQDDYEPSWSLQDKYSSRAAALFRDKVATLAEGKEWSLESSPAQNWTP
#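 Material: rat Arfgap1 catalytic domain, aa 1-136; also added: human ARF1(Δ1-17)-GTP substrate; compound dosing: one concentration, 16.5 µM, DMSO 1.26%; incubation: GTP hydrolysis reaction 2 h at 25 °C; measured by: Tracer-displacement fluorescence polarization with EDTA stop, 620/688 nm; evaluation: % inhibition from polarization; repeats: one replicate per compound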
# DDE Tn7 FP inh: DD(E)-Tn7 binding inhibition, primary FP screen | actives 0.13% (n = 370,000) | inhibition, % at 8.3 µM | FP displacement of FITC-Tn7 peptide from fibrin DD(E); 0% = median of compound wells per plate;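 active = inhibition above the mean of compounds falling within the control limits plus 3 SD of them, cut at about 14% in these data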;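 also: 0% = plate median of compound wells and 100% = 10 µM Aha-Tn7 peptide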
#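 Test system: human clot-derived fibrin DD(E) complex / Quantity: 2 µM final DD(E) protein / Incubation: 10 min plus 3 h, room temperature / Measured by: fluorescence polarization / Benchmarks: high control of 10 µM Aha-Tn7 peptide / Replicates: singlicate testing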
# DDE Tn6 FP inh: inhibitors of Tn6 peptide binding to human fibrin DD(E) | Fibrin DD(E) TRITC-Tn6 fluorescence polarization displacement | inhibition, % at 8.3 µM | P02675 | actives 0.21% (n = 370,000);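 active = inhibition above a per-campaign cutoff: mean of compounds within control limits plus 3 SD, cut at about 15% in these data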;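 also: 0% = median of all compound wells on the plate and 100% = blocking peptide control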
# ADAM10 inh: inhibits human ADAM10 | O14672 | recombinant ADAM10, EDANS/DABCYL FRET peptide cleavage, 3 h | inhibition, % at 7 µM | actives 0.62% (n = 370,000) | AID 720582;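 active = inhibition above a per-campaign cutoff equal to the mean of compounds falling between control-based bounds plus 3 SD, cut at about 20% in these data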;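 also: 0% = DMSO wells while the 100% control is not disclosed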
# Target sequence (O14672 214-748 limits assumed): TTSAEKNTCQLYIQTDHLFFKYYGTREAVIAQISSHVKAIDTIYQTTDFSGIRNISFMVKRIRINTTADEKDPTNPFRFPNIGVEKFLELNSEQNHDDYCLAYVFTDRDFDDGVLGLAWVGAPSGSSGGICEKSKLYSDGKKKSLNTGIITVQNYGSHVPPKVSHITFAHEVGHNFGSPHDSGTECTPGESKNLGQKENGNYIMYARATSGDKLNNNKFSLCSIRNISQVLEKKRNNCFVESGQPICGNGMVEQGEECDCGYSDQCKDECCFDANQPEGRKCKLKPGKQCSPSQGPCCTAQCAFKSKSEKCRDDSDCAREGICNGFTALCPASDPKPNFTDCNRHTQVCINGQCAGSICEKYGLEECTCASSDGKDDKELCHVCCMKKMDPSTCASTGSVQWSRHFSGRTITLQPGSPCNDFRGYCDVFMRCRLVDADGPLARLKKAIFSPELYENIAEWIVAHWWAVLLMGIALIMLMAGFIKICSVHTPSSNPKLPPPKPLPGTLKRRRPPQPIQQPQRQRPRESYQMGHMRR
# LEDGF integ inh: blocks HIV-1 LEDGF/p75-dependent DNA integration | inhibition, % at 3.7 µM | actives 0.64% (n = 370,000) | TR-FRET IN-LEDGF/p75 DNA integration, Eu/Cy5;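 active = inhibition above the screen-wide mean plus 3 SD, cut at about 13% in these data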;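 also: signal is the Cy5 over europium emission ratio at 671 and 618 nm; 0% = plate median of compound wells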
# * = called active by the depositor; i = inactive; . = no result given. An unsorted share of the library, and some 4.2% of all compounds hit somewhere here.
(1) CC[N+](CC)(CC=C(C)C)CC(=O)OC
(2) CCCN1CCN(C(=O)C2CCN(c3ncnc4c3nc3n4CCCCC3)CC2)CC1
(3) COc1cc2[nH]cc(C(=O)NCCc3ccccc3)c(=O)c2cc1OC
(4) Cc1cc2n(n1)C(c1cccs1)Nc1ccccc1-2 (stereo unspecified)
(5) O=C(NCc1cccc(OC(F)(F)F)c1)c1ccc2c(c1)S(=O)(=O)c1cc(Cl)ccc1C2=O
compound no.	1	2	3	4	5
ASAP1 inh	-5	-19	-3	-5	9
ADAM17 inh	1	1	-8	-23	1
TDP2 absorb	1	-1	4	-4	5
proKLK7 act	-0.4	0.2	0.2	2.1	0.4
PLCg1 inh	3	1	-6	-56	3
ARFGAP1 inh	-6	-5	8	6	8
DDE Tn7 FP inh	0	-4	1	-5	0
DDE Tn6 FP inh	-5	3	-6	-3	1
ADAM10 inh	-2	-3	-9	-92	-44
LEDGF integ inh	4	3	-3	-2	1

(6) O=C(CSc1nnc(Cc2ccccc2)o1)NCc1ccc2c(c1)OCO2
(7) O=C(OCc1nc2ccccc2s1)c1ccc(Br)s1
(8) N#Cc1c(NC(=O)c2cc(C3CC3)on2)sc2c1CCC2
(9) CN(C)c1ccc(/C=N/NC(=O)c2ccc3c(c2)OCO3)cc1
(10) O=C1NC(=S)N(C(=O)c2ccc(F)cc2)/C1=C/c1ccccc1
compound no.	6	7	8	9	10
ASAP1 inh	-4	-12	0	-9	7
ADAM17 inh	-1	-1	-3	0	0
TDP2 absorb	-2	1	7	-5	-1
proKLK7 act	0.5	0.5	0.3	-0.5	0.2
PLCg1 inh	0	0	1	-308	-42
ARFGAP1 inh	-6	4	-19	2	-4
DDE Tn7 FP inh	-1	0	4	8	-12
DDE Tn6 FP inh	2	-9	2	2	-6
ADAM10 inh	-12	6	0	-2	-4
LEDGF integ inh	-4	0	1	2	4

# The last 4 compounds of the section before open the next one:
(7) O=C(OCc1nc2ccccc2s1)c1ccc(Br)s1
(8) N#Cc1c(NC(=O)c2cc(C3CC3)on2)sc2c1CCC2
(9) CN(C)c1ccc(/C=N/NC(=O)c2ccc3c(c2)OCO3)cc1
(10) O=C1NC(=S)N(C(=O)c2ccc(F)cc2)/C1=C/c1ccccc1
(11) CCc1nc2c(OCCOc3ccccc3)cccn2c1N(C)C(=O)c1ccccc1F
(12) CC1CCN(c2ncnc3c2cnn3Cc2ccc(Cl)cc2)CC1
(13) CN(C(=O)C(C)(C)C)C1c2c(ccc3ccccc23)OCC1CO (stereo unspecified)
(14) CC(=O)Nc1ccc(OCC(=O)NC(C)C(C)C)cc1 (stereo unspecified)
(15) CCCc1nc2c(o1)CC(CC(C)SCC)CC2=O (stereo unspecified)
compound no.	7	8	9	10	11	12	13	14	15
ASAP1 inh	-12	0	-9	7	-10	16	9	6	11
ADAM17 inh	-1	-3	0	0	1	2	4	-2	-2
TDP2 absorb	1	7	-5	-1	3	-4	9	-6	5
proKLK7 act	0.5	0.3	-0.5	0.2	0.0	-0.1	-0.7	0.1	-0.3
PLCg1 inh	0	1	-308	-42	-2	2	5	0	6
ARFGAP1 inh	4	-19	2	-4	-1	-3	10	-10	0
DDE Tn7 FP inh	0	4	8	-12	7	2	-3	9	4
DDE Tn6 FP inh	-9	2	2	-6	15	-3	2	2	1
ADAM10 inh	6	0	-2	-4	-7	-2	-1	0	5
LEDGF integ inh	0	1	2	4	2	1	-3	-1	0

(16) Cc1ccc2nc(NC(=O)c3ccc(Br)o3)sc2c1
(17) CCCCN(C(=O)c1ccc(S(=O)(=O)N(CC)CC)cc1)c1c(N)n(CCC)c(=O)[nH]c1=O
(18) O=C(COC(=O)c1cc([N+](=O)[O-])ccc1N1CCOCC1)Nc1ccc(Cl)cn1
(19) CCNc1nc(N)nc(Oc2ccc(C(=O)OC)cc2)n1
(20) COc1ccccc1NC(=O)CCCn1c(=S)[nH]c2ccccc2c1=O
compound no.	16	17	18	19	20
ASAP1 inh	1	3	8	0	8
ADAM17 inh	-3	-3	1	-2	2
TDP2 absorb	-9	7	-18	0	2
proKLK7 act	0.2	-0.3	0.7	-0.1	0.7
PLCg1 inh	-16	-1	1	1	0
ARFGAP1 inh	2	-7	4	3	0
DDE Tn7 FP inh	2	1	-3	-7	-2
DDE Tn6 FP inh	10	1	0	-1	-6
ADAM10 inh	0	-11	-8	0	3
LEDGF integ inh	-4	-5	-3	-2	2

(21) Cc1ncsc1C(=O)Nc1cccc(C(F)(F)F)c1
(22) N#Cc1c(Cc2cccc3ccccc23)nn(CCO)c1N
(23) CCCn1nc2ccccc2c1P(=N)(N1CCOCC1)N1CCOCC1
(24) CCOC(=O)c1cnc(SCC(=O)Nc2nnc(CC)s2)nc1N
(25) Cc1nnc(NC(=O)c2ccc(S(=O)(=O)N3CCCCC3C)cc2)o1 (stereo unspecified)
compound no.	21	22	23	24	25
ASAP1 inh	10	1	0	3	-5
ADAM17 inh	-3	0	-3	2	3
TDP2 absorb	-1	5	-1	5	6
proKLK7 act	-0.1	0.1	0.5	-0.5	-0.1
PLCg1 inh	1	0	-2	2	0
ARFGAP1 inh	11	8	-7	1	-5
DDE Tn7 FP inh	-4	-6	2	2	0
DDE Tn6 FP inh	-4	0	12	2	3
ADAM10 inh	1	1	-5	1	0
LEDGF integ inh	1	2	-2	-1	2

(26) COc1ccc(Cc2nc3ccc(S(N)(=O)=O)cc3[nH]2)cc1OC
(27) CC(=O)c1ccc(S(=O)(=O)N2CCC3(CC2)OCCO3)cc1
(28) O=[N+]([O-])c1cc2c(cc1Br)-c1ccccc1C2
(29) CCN1C[C@@H]2[C@@H]3C(=O)N(Cc4ccccc4)C(=O)[C@@H]3[C@](Cc3ccccc3)(C1=O)N2C(=O)c1ccc(C(F)(F)F)cc1
(30) O=C(Nc1ccc2oc(=O)ccc2c1)c1ccc(-c2ccccc2[N+](=O)[O-])o1
compound no.	26	27	28	29	30
ASAP1 inh	0	-4	-1	2	13
ADAM17 inh	-4	-1	2	-3	-3
TDP2 absorb	6	25*	-2	1	16
proKLK7 act	-0.5	-0.1	-0.6	0.1	0.9
PLCg1 inh	-6	2	-9	-3	-1
ARFGAP1 inh	-1	-5	-8	-2	17
DDE Tn7 FP inh	5	11	2	7	-2
DDE Tn6 FP inh	3	-9	6	-1	-8
ADAM10 inh	-6	0	-4	4	-7
LEDGF integ inh	0	5	-2	1	0

(31) CC(=O)Nc1ccc(S(=O)(=O)NNC(=O)COc2ccc(C(C)(C)C)cc2)cc1
(32) COc1ccc(C(=O)Nc2cccc(S(=O)(=O)N3CCCC3)c2)cc1S(=O)(=O)N1CCOCC1
(33) CN(C)C(CNC(=O)CSc1nc2ccccc2c(=O)n1Cc1ccco1)c1ccccc1 (stereo unspecified)
(34) COc1cccc(N/C(C)=C/C(=O)c2ccc(Br)cc2)c1
(35) Cc1cc(C)cc(N(CC(=O)NC2CCC(C)CC2)S(=O)(=O)c2ccc(Cl)s2)c1 (stereo unspecified)
compound no.	31	32	33	34	35
ASAP1 inh	9	-9	-2	0	.
ADAM17 inh	-3	1	-5	-2	1
TDP2 absorb	8	4	6	5	4
proKLK7 act	0.3	-0.3	0.4	-0.2	0.7
PLCg1 inh	-2	-2	-2	0	-1
ARFGAP1 inh	-4	7	1	-11	.
DDE Tn7 FP inh	4	1	-11	7	-4
DDE Tn6 FP inh	-3	-2	-2	0	1
ADAM10 inh	0	5	2	3	-5
LEDGF integ inh	1	1	3	-2	-1

(36) COc1ccc(C2NC(=O)CS2)cc1OC (stereo unspecified)
(37) CC(C)(C)C(=O)CC1(O)C(=O)N(Cc2ccc(Cl)cc2)c2ccccc21 (stereo unspecified)
(38) Cc1cc(C)c(NC(=S)N(CCN(C)C)C(C)c2cccnc2)c(C)c1 (stereo unspecified)
(39) COCCOC(=O)c1c(C)oc2ccc(NS(=O)(=O)c3ccccc3)cc12
(40) CCc1cccc(CC)c1NC(=O)COC(=O)CCc1cc(OC)c(OC)c(OC)c1
compound no.	36	37	38	39	40
ASAP1 inh	2	11	1	-5	-7
ADAM17 inh	-3	3	0	2	3
TDP2 absorb	-5	-5	1	-4	5
proKLK7 act	-0.2	-0.4	-0.8	0.6	-0.8
PLCg1 inh	-4	3	2	0	-9
ARFGAP1 inh	-3	18	4	1	11
DDE Tn7 FP inh	-2	-3	4	0	0
DDE Tn6 FP inh	-1	0	-6	-4	4
ADAM10 inh	-7	10	9	-6	-7
LEDGF integ inh	0	2	3	1	-2

(41) CC(C)Cc1nnc(NC(=O)c2cc(-c3ccccc3)nc3ccccc23)s1
(42) CC(=O)N1c2ccc(S(=O)(=O)NCCC(=O)Nc3ncccc3C)cc2CC1C (stereo unspecified)
(43) CCOc1ccc2[nH]c3c(NCCCOC)ncnc3c2c1
(44) COc1ccc(S(=O)(=O)Nc2ccc3c(c2)COC3=O)cc1OC
(45) CCc1c(C)sc(NC(=O)/C=C/C(=O)O)c1C(N)=O
compound no.	41	42	43	44	45
ASAP1 inh	1	15	-5	-1	-5
ADAM17 inh	-2	-4	-397	-2	-101
TDP2 absorb	8	4	-7	3	0
proKLK7 act	-0.4	0.9	-3.2	0.4	6.8
PLCg1 inh	4	4	-366	-5	-380
ARFGAP1 inh	-5	8	-10	16	0
DDE Tn7 FP inh	2	-10	8	2	-3
DDE Tn6 FP inh	5	-7	0	1	4
ADAM10 inh	3	-7	i	-1	-368
LEDGF integ inh	1	1	-4	-2	4

(46) O=C(c1ccccc1)c1ccc(OC(=O)N2CCCC2)cc1
(47) Cc1ccc(NC(=O)CN2C(=O)CCSc3ccc(S(=O)(=O)N4CCCC4)cc32)cc1
(48) COc1ccc(Cc2nnc(NN)[nH]c2=O)cc1OC
(49) COc1cc(C(=O)NCCc2c[nH]c3ccccc23)ccc1OCc1c(C)noc1C
(50) CCN1CCN(C(=O)CN(c2cc(OC)ccc2OC)S(C)(=O)=O)CC1
(51) COC(=O)c1ccncc1N
(52) Cc1cc(O)c(-c2cc(C(=O)NCc3ccc4c(c3)OCO4)[nH]n2)cc1C
(53) CNC(=S)NNC(=O)COc1ccc(C)c(C)c1
compound no.	46	47	48	49	50	51	52	53
ASAP1 inh	-10	-1	14	13	-10	0	2	5
ADAM17 inh	-6	-1	-1	-5	4	-132	-1	-2
TDP2 absorb	1	8	9	8	-9	4	2	8
proKLK7 act	0.7	0.3	0.0	0.7	0.2	-1.0	-0.7	-0.8
PLCg1 inh	-2	2	2	-1	0	-92	0	-1
ARFGAP1 inh	20	-4	15	-1	17	4	15	4
DDE Tn7 FP inh	9	-2	-5	7	10	-3	-8	3
DDE Tn6 FP inh	0	-3	-5	-9	2	1	-5	0
ADAM10 inh	4	-2	-9	3	-6	-429	-6	1
LEDGF integ inh	1	0	0	3	-3	7	-2	1

# Screens as filed in PubChem.
